B2AR arrestin = beta2AR (human) beta-arrestin recruitment activity; beta-arrestin recruitment to beta2AR, cell-based reporter; AID 492947; hit rate 0.02% among 330,000; Potency, µM (highest dose often 46.1 µM), for inactives: at the top dose activation, actives largely listed as activators;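 further: potency means the concentration at half of the fitted maximal effect; 0% = DMSO controls and full agonism = EC100 isoproterenol or metaproterenol; nearly all actives have a fitted effect of over 65% in size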
Chronic BCR inh = chronic active BCR signaling inhibition | ABC-DLBCL IkBa-CBG/CBR reporter, luminescence ratio, 4 h | Potency, µM (highest dose often 46.1 µM), for the others: at the top dose ratio change, negative = lower green/red ratio, most hits filed as inhibitors | hit rate 0.05% among 340,000 | AID 493014; active means well fitted inhibition curve with a large enough effect in the signal ratio, with a control signal flat, not every such curve was filed as active; inconclusive means small, poorly fitted or top-dose-only effect, or effect the other way, or a change in a side signal; the % refers to the signal ratio;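 further: potency means the concentration at half of the fitted maximal effect; plate controls were basal doxycycline-induced cells for no effect and cells given 10 µM MG132 for full effect; MG132 reads +100%, hits lower the ratio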
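Concentration-response series (up to 46 uM) were applied to TMD8 dual-reporter cells for 4 h at 37C with doxycycline. Green/red ratio, after filter-overlap correction, defined %Activity; red signal alone was normalised to basal cells and zero luminescence.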
uPA generation = cell surface uPA generation inhibition. cell surface uPA generation assay, qHTS. Potency, µM (titrated, usually from 38.3 µM), without a hit: at the top dose activity change, negative = inhibition, usual class: inhibitors. hit rate 0.31% among 330,000; active means well fitted inhibition curve with a large enough effect; inconclusive means small, poorly fitted or top-dose-only effect; inactive means no such curve, though single readings can be large or run the other way; tested in mouse RAW 264.7 cells; further: potency means the concentration at half of the fitted maximal effect; on the % scale 0 is the no-effect control and ±100 the full control effect; nearly all actives have a fitted effect of over 55% in size
TCR activator = T cell receptor activation. primary human leukocytes, anti-CD3, IL-2 HTRF, 48 h. Potency, µM (highest dose often 9.22 µM), for the others: at the highest dose activation of IL-2 secretion, most hits filed as activators. 330,000 tested, under 10 active. AID 504894; further: % of control where 0% means no effect
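Primary human leukocytes receive a-CD3 beads and test compound and are incubated 48 hr. Secreted IL-2 is then assayed by HTRF, measuring 665nm acceptor emission after 320nm excitation of the europium donor.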
ELG1 repair inh = ELG1-dependent DNA repair inhibition | HEK293T ELG1-luciferase reporter, luminescence, 16 h; DNA damage induced by 5-fluorouridine | Potency, µM (highest dose often 46.1 µM), for the others: at the highest dose activity change, negative = inhibition, hits mostly inhibitors | hit rate 2.3% among 330,000; further: potency means the concentration at half of the fitted maximal effect; on the % scale 0 is the no-effect control and ±100 the full control effect; nearly all actives have a fitted effect of over 55% in size
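Reporter activity after DNA damage by 5-fluorouridine is monitored. Compound-treated cells incubate 16 hr at 37 °C, then ONE-Glo is added for 30 min before luminescence reading.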
Eya2 inh = Eya2 (human) phosphatase inhibition | AID 488837 | O00167 | Potency, µM (series often up to 76.9 µM), for inactives: at the highest dose activity, negative = inhibition, actives largely listed as inhibitors | recombinant Eya2, OMFP fluorescence dephosphorylation (OMFP is methylfluorescein phosphate) | hit rate 0.006% among 330,000; further: potency means the concentration at half of the fitted maximal effect; on the % scale 0 is the no-effect control and ±100 the full control effect
Target sequence (O00167 whole entry, looked up): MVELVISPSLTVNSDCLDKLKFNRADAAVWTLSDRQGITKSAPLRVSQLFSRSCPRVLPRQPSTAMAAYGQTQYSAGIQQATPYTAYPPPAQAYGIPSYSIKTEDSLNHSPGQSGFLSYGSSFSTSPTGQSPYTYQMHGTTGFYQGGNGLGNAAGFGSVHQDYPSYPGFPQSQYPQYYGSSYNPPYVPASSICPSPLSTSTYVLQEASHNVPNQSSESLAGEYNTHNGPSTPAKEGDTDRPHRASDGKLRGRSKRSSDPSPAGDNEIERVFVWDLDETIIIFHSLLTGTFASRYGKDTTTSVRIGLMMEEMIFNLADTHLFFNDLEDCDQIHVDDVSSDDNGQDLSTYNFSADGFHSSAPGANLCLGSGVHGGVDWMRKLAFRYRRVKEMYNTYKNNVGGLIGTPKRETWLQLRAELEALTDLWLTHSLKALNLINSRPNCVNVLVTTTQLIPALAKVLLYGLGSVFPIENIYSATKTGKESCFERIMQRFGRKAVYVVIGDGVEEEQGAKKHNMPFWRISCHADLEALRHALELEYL
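Eya2 (0.2 uM) preincubated 10 min at ambient with compound, then OMFP substrate added at 50 uM; 10 min reaction in 50 mM HEPES pH 7.5, 50 mM NaCl, 5 uM MgCl2, 0.05% BSA, 1 mM DTT. Fluorescence read at Ex 485/Em 525 nm.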
USP2a block = inhibitors of human ubiquitin-specific protease USP2a; O75604; USP2 core, Ub-CHOP2 coupled fluorogenic reporter, 485/531; Potency, µM (doses to about 38.3 µM), without a hit: at the top dose activity change, negative = inhibition, hits mostly inhibitors; hit rate 0.01% among 330,000; AID 463254;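 further: potency means the concentration at half of the fitted maximal effect; plate controls were DMSO wells for no effect and full inhibition by NEM control for full effect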
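Deubiquitinase activity read as fluorescence (485/531 nm) after Ub-CHOP2 cleavage activates the enterokinase reporter on its substrate; USP2 core 10nM, Ub-CHOP2 and substrate 25nM each, 30min compound preincubation then 60min RT; data normalized to NEM, curves fitted.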
Tb PFK block = T. brucei PFK enzyme inhibition; O15648; hit rate 0.17% among 330,000; AID 485367; Potency, µM (series often up to 57.5 µM), for inactives: top-dose activity, negative = inhibition, actives largely listed as inhibitors; T. brucei PFK, ADP-Glo luminescence;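 further: potency means the concentration at half of the fitted maximal effect; 0% = uninhibited 1x PFK enzyme wells and -100% = no-enzyme wells; nearly all actives have a fitted effect of over 60% in size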
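Activity is normalized to no-enzyme wells (full inhibition) and 1.25 nM enzyme wells (no inhibition). Reaction: 0.5 mM F6P, 0.1 mM ATP, 45 min RT, ADP-Glo luminescence; concentration-response curves fitted and classed by quality.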
TSHR antagonist = antagonists of human thyroid stimulating hormone receptor. P16473. TSHR-expressing cells, TSH-stimulated cAMP HTRF, 2 h; active compounds read low. activity change, negative = inhibition, % at 11.5 µM. hit rate 0.2% among 330,000;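 active means activity change below a set negative limit, meaning inhibition stronger than a set level, cut at about -70% in these data; inconclusive means activity change between two set negative limits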; further: on the % scale 0 is the no-effect control and ±100 the full control effect
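Cell-based HTRF cAMP assay; TSHR cells + compound, TSH EC80 (4nM final), 2 h, 37 deg C. Lysis with anti-cAMP cryptate and cAMP-d2, 30 min RT, read 665/620 nm.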
TSG101-PTAP inh = blocks PTAP/TSG101 interaction to inhibit HIV-1 budding; Potency, µM (titrated, usually from 115 µM), inactives show top-dose activity change, negative = inhibition, usual class: inhibitors; Q99816; AID 493005; 340,000 tested, under 10 active; Fluorescence polarization, FITC-PTAP peptide / Tsg101 binding; active means well fitted inhibition curve with a large enough effect in the main read-out, with a control signal flat, not every such curve was filed as active; inconclusive means small, poorly fitted or top-dose-only effect, or effect the other way, or a change in a side signal; inactive means no such curve, though single readings can be large or run the other way; further: potency means the concentration at half of the fitted maximal effect; % of control where 0% means no effect
Target sequence (Q99816 whole entry, looked up): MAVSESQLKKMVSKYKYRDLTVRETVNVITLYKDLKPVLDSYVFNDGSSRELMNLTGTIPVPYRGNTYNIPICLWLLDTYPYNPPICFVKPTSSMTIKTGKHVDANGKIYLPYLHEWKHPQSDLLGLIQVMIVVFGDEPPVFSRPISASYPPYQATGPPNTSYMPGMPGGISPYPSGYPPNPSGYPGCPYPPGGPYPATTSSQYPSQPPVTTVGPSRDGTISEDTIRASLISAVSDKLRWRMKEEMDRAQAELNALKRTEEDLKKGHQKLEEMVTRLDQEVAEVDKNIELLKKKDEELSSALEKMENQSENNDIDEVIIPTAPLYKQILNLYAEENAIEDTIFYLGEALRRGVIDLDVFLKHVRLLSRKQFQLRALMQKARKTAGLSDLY
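Fluorescence anisotropy tracks displacement of a FITC-tagged PTAP peptide (50 nM) from the Tsg101 binding domain (10 uM), following a 20 min room-temperature incubation at pH 7.5.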
Mito fusion act = inhibitors of mitochondrial division or activators of mitochondrial fusion; S. cerevisiae fusion-defective mutant growth rescue, CellTiterGlo 48 h; Potency, µM (titrated, usually from 46.1 µM), inactives show at the top dose growth rescue (activation), usual class: activators; hit rate 0.23% among 320,000; AID 485298;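 further: potency means the concentration at half of the fitted maximal effect; % of control where 0% means no effect; nearly all actives have a fitted effect of over 45% in size; temperature-sensitive fusion mutants such as fzo1-1 at 37 °C on non-fermentable ethanol glycerol medium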
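Read-out: ATP-based luminescence (CellTiterGlo, 10 min ambient) reporting growth of fusion-defective ts yeast after 48 hours at 37C on glycerol/ethanol YPEG medium in the presence of compound.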
The depositor's hits bear a star; ? = inconclusive; . = not tested or not shown; [ ] = dose if it differs, or a comment. Unless noted, the call rests on the fitted dose curve; in most records, active means well fitted curve in the direction sought with a large enough effect; inconclusive means small, poorly fitted or top-dose-only effect, or another doubt; inactive means no such curve, though single readings can be large; an effect the other way counts as inactive or inconclusive.

SMILES	B2AR arrestin	Chronic BCR inh	uPA generation	TCR activator	ELG1 repair inh	Eya2 inh	USP2a block	Tb PFK block	TSHR antagonist	TSG101-PTAP inh	Mito fusion act
O=C(Nc1ncccc1Cl)C1COc2ccccc2O1 (configuration not stated)	-1.0%	?	-21%	-1%	?	-22%	1%	2%	-24	-5%	15%
COc1ccc(CC(=O)Nc2ccc(OC)c(NC(=O)c3ccco3)c2)cc1	0.0%	4%	-3%	5%	?	-39%	-9%	-2%	-2	0%	-5%
O=C(c1cnn2c1NC(c1ccc(Br)cc1)CC2C(F)(F)F)N1CCN(C23CC4CC(CC(C4)C2)C3)CC1 (configuration not stated)	-0.5%	9%	4%	1%[46.1 µM]	?	-12%	3%	-1%	6	-6%	2%
Cc1ccc(C(=O)O/N=C/c2ccc(N(C)C)cc2)cc1	-1.2%	5%	-1%	-9%	?	3%	-2%	1%	-13	-2%	-1%
CCCn1cc(CN2CCC(Cc3cccc(F)c3)(C(=O)OCC)CC2)c(C)n1	0.4%	-2%	-6%	8%	0%	-17%	-1%	7%	1	-4%	-11%
CCOC(=O)C1CCCN(S(=O)(=O)c2ccc(S(N)(=O)=O)cc2)C1 (configuration not stated)	-0.3%	-20%	-2%	.	?	-2%	3%	-3%	7	3%	?
CSc1nc(Cl)c(C#N)c(-c2ccc(C)cc2)n1	0.2%	9%	-5%	4%	?	1%	2%	3%	-7	-8%	-1%
O=C(N/N=C/c1ccccn1)NC12CC3CC(CC(C3)C1)C2	-0.7%	4%	2%	2%	?	-10%	0%	0%	12	-1%	11%
c1cc2c(cc1-c1cnc3n1CCC3)OCCO2	0.2%	-1%	?	2%	?	-5%	0%	-1%	-8	-11%	-19%
COCCOC(=O)C1=C(C)NC2=C(C(=O)CCC2)C1c1ccc(N(C)C)cc1 (configuration not stated)	0.5%	0%	11%	5%	18%	-2%	-8%	2%	-1	-6%	0%

Next section; the last two above are carried over.
SMILES	B2AR arrestin	Chronic BCR inh	uPA generation	TCR activator	ELG1 repair inh	Eya2 inh	USP2a block	Tb PFK block	TSHR antagonist	TSG101-PTAP inh	Mito fusion act
c1cc2c(cc1-c1cnc3n1CCC3)OCCO2	0.2%	-1%	?	2%	?	-5%	0%	-1%	-8	-11%	-19%
COCCOC(=O)C1=C(C)NC2=C(C(=O)CCC2)C1c1ccc(N(C)C)cc1 (configuration not stated)	0.5%	0%	11%	5%	18%	-2%	-8%	2%	-1	-6%	0%
O=C(O)c1ccc(CNC(=O)C23CC4CC(CC(C4)C2)C3)cc1	0.3%	-1%	-1%	-3%	14%	8%	1%	1%	0	-5%	5%
COc1ccc(N2CC(C(=O)N/N=C/c3c[nH]c4ccccc34)CC2=O)cc1 (configuration not stated)	-0.2%	1%	1%	-1%	-18%	-7%	5%	-2%	1	-5%	6%
COc1ccc(C(=O)CSc2nnc(-c3cc(C)cc(C)c3)o2)cc1	0.5%	2%	1%	-2%	-4%	10%	0%	5%	-25	-6%	0%
O=C(c1ccccc1)N1CCN(CC(O)COCC2CC=CCC2)CC1 (configuration not stated)	0.1%	-1%	-1%	-3%	-5%	1%	3%	-2%	4	-8%	0%
O=C(c1ccccc1)c1ccc(OCCOCCN2CCN(Cc3ccccc3)CC2)cc1	-0.3%	?	-8%	0%	?	3%	1%	-4%	7	-10%	-2%
Cc1nnc(NC(=O)C2CCN(S(=O)(=O)c3cc([N+](=O)[O-])ccc3Cl)CC2)o1	0.3%	?	6%	-4%	?	3%	-1%	14%	13	2%	1%
COc1cccc(CNC(=O)CN2C(=O)COc3ccc(S(=O)(=O)N4CCOCC4)cc32)c1	-0.8%	0%	-3%	-1%	6%	-5%	1%	-11%	1	4%	4%
CCc1ccc(-c2csc3[n+]2CCN3C(C)=O)cc1	-0.1%	-7%	-10%	7%	?	-13%	2%	?	-4	-5%	6%
O=C(N/N=C/c1ccc(F)cc1)c1sccc1OCc1ccc(F)cc1	-0.6%	-17%	-13%	0%	13%	1%	0%	-2%	-1	-6%	3%
CSc1ncccc1C(=O)Nc1ncc(C)s1	-1.1%	3%	-10%	-11%	?	-8%	3%	-1%	1	-3%	-8%
COc1ccccc1NC(=O)Nc1nnc(Cc2ccccc2F)s1	3.2%	?	0%	0%	?	-6%	-4%	-3%	10	0%	9%
Cc1ccc(OCc2cc(C(=O)NCc3ccc(OC(F)(F)F)cc3)no2)cn1	0.1%	-1%	4%	-9%	-3%	-1%	4%	-2%	-6	-4%	2%
CC(=O)NC1CC2CCCC(C1)N2Cc1ccc(C)cc1 (configuration not stated)	-0.1%	3%	?	.	20%	-28%	-1%	1%	-3	-2%	5%
O=C(C[n+]1ccc(C(=O)NCc2ccccc2)cc1)c1ccc(OC(F)F)cc1	0.0%	-3%	6%	3%	4%	7%	-6%	-1%	5	-5%	-12%
COc1ccccc1C(=O)Nc1ccc(S(=O)(=O)N2CCc3ccccc32)cc1	0.0%	25%	12%	0%	-15%	4%	2%	0%	-5	0%	13%
CC(=O)N1c2c(cc(Br)cc2S(=O)(=O)N2CCN(c3ccccn3)CC2)CC1C (configuration not stated)	11%	?	-9%	4%	?	11%	-1%	2%	-9	-4%	6%
CC(C)(C)n1nnnc1C(c1cccnc1)N1CCN(C2CCCCC2)CC1 (configuration not stated)	-0.3%	2%	-7%	-5%	9%	-15%	0%	-1%	-11	-1%	-1%
c1ccc(CNc2nc(-c3cccnc3)cs2)cc1	0.0%	-16%	5%	.	-15%	-6%	-1%	4%	-4	-1%	-8%
CCN(CC)CCCn1c2c(c(SCC(=O)Nc3ccc(C)c(F)c3)nc1=O)CCC2	-0.4%	?	-5%	4%	11%	-23%	-1%	-2%	-4	0%	-1%
C[C@H](NC(=O)C1CCN(S(=O)(=O)c2ccccc2)CC1)C(=O)NCc1ccccc1	0.2%	1%	3%	5%	1%	4%	0%	5%	20	-3%	-1%
COCCNc1nc(NCc2ccccc2)c2cnn(C)c2n1	0.0%	1%	3%	3%	-9%	?	1%	0%	-5	-8%	2%
CCOc1cccc(/C=N/NC(=O)c2cc(C3CC3)[nH]n2)c1O	-0.2%	-13%	?	0%	2.6µM*	14%	-1%	-2%	1	-2%	3%
CCN(CCCNC(=O)c1c(C)cc(=O)oc1C)c1ccccc1	-0.1%	?	-7%	.	-2%	-7%	0%	-1%	3	-3%	12%
CC(C)(C)Nc1c(-c2ccc(O)cc2)nc2ccc(Cl)cn12	0.1%	?	4%	0%	0%	1%	-1%	-5%	-15	-3%	-24%
CCOc1ccc(C2=Nn3c(nnc3-c3ccccc3OC)SC2)cc1	-0.2%	?	-14%	-1%	-13%	-22%	4%	2%	6	-4%	6%
CC(=O)N1CCN(C(=O)c2ccc3oc(CCCc4ccccc4)nc3c2)CC1	-0.7%	1%	7%	-1%	9%	0%	3%	1%	-2	-2%	-22%
O=C1Nc2ccccc2C1=Nc1ccc(S(=O)(=O)Nc2nccs2)cc1	-0.5%	?	1%	0%	2%	?	2%	-1%	-1	-3%	-5%
Cc1c(NC(=O)CSc2nnc(Nc3ccccc3)s2)c(=O)n(-c2ccccc2)n1C	-1.0%	-15%	4%	-5%[46.1 µM]	-11%	-8%	-2%	-8%	3	-3%	-4%
Cc1cc(Br)ccc1NC(=O)c1ccco1	-0.2%	3%	-1%	.	5%	-11%	0%	0%	6	-4%	3%
Cc1ccc(NC(=O)c2cncc(Br)c2)c(O)c1	-0.2%	?	.	7%	8%	6%	0%	1%	1	0%	-4%
CC(=O)N1CCc2cc(Br)cc(S(=O)(=O)N3CCc4ccccc43)c21	-0.1%	4%	-1%	-8%	-8%	-3%	0%	3%	-12	-1%	6%
Cc1nn(-c2ccccc2)c(Cl)c1C1C(C#N)=C(N)OC2=C1C(=O)CCC2 (configuration not stated)	-0.5%	-2%	2%	-2%	0%	2%	-5%	3%	31	-7%	1%
Cc1cc(NC(=O)CSCC(=O)N(C)Cc2c(F)cccc2Cl)no1	-0.3%	2%	6%	2%	12%	9%	1%	0%	-4	-3%	5%
CCCCNC(=O)CCCCCNS(=O)(=O)c1ccc(OC)cc1	0.1%	-1%	7%	.	6%	15%	-1%	-1%	-12	.	1%
CC(C)(C)C(=O)COC(=O)c1cc2ccccc2cc1O	0.0%	?	-7%	-1%	?	3%	1%	2%	-6	-3%	-9%

Compound activity as filed in PubChem.
